SNCA expr inh: inhibitors of alpha-synuclein (SNCA) gene expression. HEK-293 SNCA-luciferase knock-in, luminescence, 24 h. Potency, µM (series often up to 57.2 µM), inactives show top-dose activity change, negative = inhibition, hits mostly inhibitors. actives 0.17% (n = 140,000);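 further: plate controls were DMSO cells for no effect and cell-free wells for full effect; nearly all actives have a fitted effect of over 45% in size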
SNCA viab count: counter-screen for SNCA expression inhibitors: cell viability | Potency, µM (titrated, usually from 57.1 µM), without a hit: at the highest dose activity change, negative = cytotoxicity, actives largely listed as cytotoxic | actives 0.12% (n = 150,000) | HEK-293-SNCA-luc viability, GF-AFC fluorescence, 24 h;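 further: 0% = DMSO-treated cells and -100% = medium-only wells without cells; nearly all actives have a fitted effect of over 30% in size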
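Cytotoxicity counterscreen: after 24 h compound treatment of genome-edited SNCA-luciferase HEK-293 cells, live-cell protease substrate GF-AFC read by fluorescence after 30 min; activity scaled between DMSO (0%) and medium-only (-100%), curves Hill-fitted.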
* marks the source's active call; other numbers are inactive results; [ ] = dose if it differs, or a comment. The call rests on the fitted dose curve; in most records, active means well fitted curve in the direction sought with a large enough effect; inconclusive means small, poorly fitted or top-dose-only effect, or another doubt; inactive means no such curve, though single readings can be large; an effect the other way counts as inactive or inconclusive. Potency means the concentration at half of the fitted maximal effect. An excerpt; rates above refer to the full screens.

`O=C(c1cnccn1)N1CCC2(CC1)CN(c1cccc(-c3ccccc3)c1)C2` gave SNCA expr inh 2.2% and SNCA viab count 3.8%.
Screening COc1ccc(-n2c(=O)cnc3cnc(N4CCN(C)CC4)nc32)cc1 returned SNCA expr inh -26.3% and SNCA viab count -3.9%.
For CS(=O)(=O)Nc1cccc(-c2ccc3ncnc(Nc4ccccc4)c3c2)c1 the results were SNCA expr inh -29.9% and SNCA viab count 1.8%.
`COCCn1c(=O)c(-c2cccs2)nc2cnc(N(C)C)nc21` gave SNCA expr inh -1.6% and SNCA viab count inconclusive.
`CS(=O)(=O)N1CCC[C@@]2(CCN(C(c3ccccc3)c3ccccc3)C2)C1` gave SNCA expr inh 13.5% and SNCA viab count -0.5%.
COc1ccc(NC(=O)N2CCC3(CC2)CCN(C(=O)c2cc(C(F)(F)F)cc(C(F)(F)F)c2)CC3)cc1 was read as SNCA expr inh 14.0% and SNCA viab count inconclusive.
For CC(C)NC(=O)N1CC2(CCN(C(=O)c3cccn3C)CC2)C1 the results were SNCA expr inh 2.8% and SNCA viab count -1.9%.
COc1ccc(C(=O)N2CCC3(CCN(Cc4ccncc4)CC3)CC2)cc1 was read as SNCA expr inh -2.9% and SNCA viab count -29.1%.
For CN(C)c1ncc2nc(CCc3ccccc3)c(=O)n(-c3ccccc3)c2n1 the results were SNCA expr inh 3.8% and SNCA viab count 2.5%.
Screening O=C(c1cnccn1)N1CCC2(CC1)CN(c1ccccn1)C2 returned SNCA expr inh -9.6% and SNCA viab count -0.1%.

The final six entries of the part above are carried over, then new ones follow.
`CS(=O)(=O)N1CCC[C@@]2(CCN(C(c3ccccc3)c3ccccc3)C2)C1` gave SNCA expr inh 13.5% and SNCA viab count -0.5%.
COc1ccc(NC(=O)N2CCC3(CC2)CCN(C(=O)c2cc(C(F)(F)F)cc(C(F)(F)F)c2)CC3)cc1 was read as SNCA expr inh 14.0% and SNCA viab count inconclusive.
For CC(C)NC(=O)N1CC2(CCN(C(=O)c3cccn3C)CC2)C1 the results were SNCA expr inh 2.8% and SNCA viab count -1.9%.
COc1ccc(C(=O)N2CCC3(CCN(Cc4ccncc4)CC3)CC2)cc1 was read as SNCA expr inh -2.9% and SNCA viab count -29.1%.
For CN(C)c1ncc2nc(CCc3ccccc3)c(=O)n(-c3ccccc3)c2n1 the results were SNCA expr inh 3.8% and SNCA viab count 2.5%.
Screening O=C(c1cnccn1)N1CCC2(CC1)CN(c1ccccn1)C2 returned SNCA expr inh -9.6% and SNCA viab count -0.1%.
For O=C(c1cc(C(F)(F)F)cc(C(F)(F)F)c1)N1CCC[C@@]2(CCN(Cc3nccs3)C2)C1 the results were SNCA expr inh -1.3% and SNCA viab count -7.5%.
For CCNc1ncc2nc(CCc3ccccc3)c(=O)n(Cc3cccc(OC)c3)c2n1 the results were SNCA expr inh -23.3% and SNCA viab count 1.9%.
`COc1cccc(-c2nccc(NCc3ccc(OC)cc3OC)n2)c1` gave SNCA expr inh 119.3%[activator] and SNCA viab count -9.0%.
Screening COCCn1c(=O)c(-c2ccccc2)nc2cnc(N3CCOCC3)nc21 returned SNCA expr inh 19.3% and SNCA viab count inconclusive.
Screening COc1cccc(-c2ccc3ncnc(NCCN4CCOCC4)c3c2)c1 returned SNCA expr inh 35.4%[activator] and SNCA viab count -12.8%.
`Cc1noc(C)c1-c1ccc2ncnc(NCc3cccnc3)c2c1` gave SNCA expr inh -5.2% and SNCA viab count -0.2%.
For O=C(Nc1ccccc1)N1CC[C@@]2(CCCN(C(=O)c3cccc(F)c3)C2)C1 the results were SNCA expr inh inconclusive and SNCA viab count -1.5%.
COc1ccc(C(=O)N2CCC3(CCCN(C(c4ccccc4)c4ccccc4)C3)CC2)cc1 was read as SNCA expr inh inconclusive and SNCA viab count -15.1%.
Screening CS(=O)(=O)N1CCC2(CCCN(C(=O)Nc3ccccc3)C2)CC1 returned SNCA expr inh 6.5% and SNCA viab count -7.5%.
Screening COc1ccc(NC(=O)N2CCC3(CC2)CCN(S(=O)(=O)c2ccccc2)CC3)cc1 returned SNCA expr inh 26.6% and SNCA viab count -8.3%.
For COc1ccc(Oc2ncc3nc(-c4ccc(F)cc4)c(=O)n(C)c3n2)cc1 the results were SNCA expr inh 16.0% and SNCA viab count -20.7%.
Screening CCNc1ncc2nc(C)c(=O)n(C)c2n1 returned SNCA expr inh 10.1% and SNCA viab count -20.1%.
`N#Cc1cccc(NC(=O)N2CCCC3(CCN(C(=O)c4ccncc4)CC3)C2)c1` gave SNCA expr inh 7.2% and SNCA viab count 4.2%.
`COc1ccccc1-c1cc(N(C)Cc2ccco2)ncn1` gave SNCA expr inh 17.0% and SNCA viab count inconclusive.
c1ccc(Nc2cc(-c3ccoc3)ncn2)cc1 was read as SNCA expr inh 121.6%[activator] and SNCA viab count -2.8%.
`COc1ccc(Oc2ncc3ncc(=O)n(C[C@H]4CCCO4)c3n2)cc1` gave SNCA expr inh inconclusive and SNCA viab count inconclusive.
O=c1cnc2cnc(N3CCNCC3)nc2n1CCc1ccccc1 was read as SNCA expr inh -14.9% and SNCA viab count 3.4%.
COc1ccc(-c2nc3cnc(N4CCN(C)CC4)nc3n(C3CC3)c2=O)cc1 was read as SNCA expr inh 3.9% and SNCA viab count inconclusive.
For COc1cccc(Nc2ncc3nc(-c4cc(F)cc(F)c4)c(=O)n(C[C@H]4CCCO4)c3n2)c1 the results were SNCA expr inh 11.8% and SNCA viab count 19.0%.
O=C(c1cnccn1)N1CCC2(CC1)CN(Cc1ccccc1)C2 was read as SNCA expr inh 5.6% and SNCA viab count -0.2%.

The list goes on, starting with the last four of the part before.
O=c1cnc2cnc(N3CCNCC3)nc2n1CCc1ccccc1 was read as SNCA expr inh -14.9% and SNCA viab count 3.4%.
COc1ccc(-c2nc3cnc(N4CCN(C)CC4)nc3n(C3CC3)c2=O)cc1 was read as SNCA expr inh 3.9% and SNCA viab count inconclusive.
For COc1cccc(Nc2ncc3nc(-c4cc(F)cc(F)c4)c(=O)n(C[C@H]4CCCO4)c3n2)c1 the results were SNCA expr inh 11.8% and SNCA viab count 19.0%.
O=C(c1cnccn1)N1CCC2(CC1)CN(Cc1ccccc1)C2 was read as SNCA expr inh 5.6% and SNCA viab count -0.2%.
For COCCn1c(=O)c(-c2cccc(C#N)c2)nc2cnc(Oc3ccccc3)nc21 the results were SNCA expr inh -9.7% and SNCA viab count -10.4%.
`COc1ccc(-n2c(=O)c(-c3cccs3)nc3cnc(OC)nc32)cc1` gave SNCA expr inh -13.2% and SNCA viab count inconclusive.
Screening CN(C)Cc1ccccc1-c1cncnc1NC1CC1 returned SNCA expr inh -14.4% and SNCA viab count -4.2%.
For COC(=O)N1CCC[C@@]2(CCN(c3ccncc3)C2)C1 the results were SNCA expr inh -10.4% and SNCA viab count 6.9%.
For Cc1cccc(CNc2ncnc3ccc(-c4c(C)noc4C)cc23)c1 the results were SNCA expr inh 50.6%[activator] and SNCA viab count -6.3%.
For COc1ccc(Oc2ncc3nc(-c4ccc(Cl)cc4)c(=O)n(C)c3n2)cc1 the results were SNCA expr inh 13.0% and SNCA viab count -5.7%.
`COc1ccccc1-c1cncnc1-n1ccnc1` gave SNCA expr inh -22.0% and SNCA viab count 6.9%.
Screening COCCn1c(=O)cnc2cnc(N3CCOCC3)nc21 returned SNCA expr inh -7.9% and SNCA viab count inconclusive.
Cn1c(=O)c(-c2cccs2)nc2cnc(N3CCOCC3)nc21 was read as SNCA expr inh 37.1%[activator] and SNCA viab count inconclusive.
Screening COc1ncc2nc(CCc3ccccc3)c(=O)n(C)c2n1 returned SNCA expr inh 75.7%[activator] and SNCA viab count -19.5%.
CN(C)Cc1ccccc1-c1nc(NC2CCNCC2)c2ccccc2n1 was read as SNCA expr inh inconclusive and SNCA viab count inconclusive.
COc1ccc(NC(=O)N2CC3(CCN(C(=O)c4cccn4C)CC3)C2)cc1 was read as SNCA expr inh -0.4% and SNCA viab count 0.0%.
Screening Cc1noc(C)c1-c1nccc(NCc2cccnc2)n1 returned SNCA expr inh 14.2% and SNCA viab count 8.2%.
`COc1ccc(CNc2ccnc(-c3ccccc3OC)n2)c(OC)c1` gave SNCA expr inh -13.8% and SNCA viab count -25.1%.
CCNc1ncc2nc(-c3ccc(Cl)cc3)c(=O)n(C3CC3)c2n1 was read as SNCA expr inh 58.7%[activator] and SNCA viab count 16.4%.
For O=c1c(-c2ccc(F)cc2)nc2cncnc2n1-c1ccccc1 the results were SNCA expr inh 2.7% and SNCA viab count -26.7%.
COc1cccc(Cn2c(=O)c(CCc3ccccc3)nc3cnc(OC)nc32)c1 was read as SNCA expr inh -8.1% and SNCA viab count -3.9%.
For Cn1cccc1C(=O)N1CCC2(CC1)CCN(c1cccc(-c3ccccc3)c1)CC2 the results were SNCA expr inh inconclusive and SNCA viab count inconclusive.
c1cncc(-c2cc(-n3ccnc3)ncn2)c1 was read as SNCA expr inh 10.0% and SNCA viab count 5.3%.
COc1ccc(-n2c(=O)cnc3cnc(N4CCOCC4)nc32)cc1 was read as SNCA expr inh 0.7% and SNCA viab count -23.8%.
Screening O=c1cnc2cncnc2n1Cc1ccc(F)cc1 returned SNCA expr inh inconclusive and SNCA viab count inconclusive.
Screening COc1cccc(-c2cc(NCCc3c[nH]c4ccc(OC)cc34)ncn2)c1 returned SNCA expr inh 57.2%[activator] and SNCA viab count -10.1%.
For CC(C)NC(=O)N1CCC2(CC1)CCN(C(=O)c1ccncc1)CC2 the results were SNCA expr inh 24.6% and SNCA viab count -1.1%.
